Fam108B inh = counter-screen for RBBP9 inhibitors: inhibitors of mouse Fam108B | 0.33% of 300,000 active | recombinant Fam108B, FP-Rh probe fluorescence polarization | inhibition, % at 9.51 µM | AID 1947;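 active = inhibition above the screen mean inhibition plus 3 SD, computed separately per campaign, cut at about 18% in these data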;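 also: inhibitors lower polarization as less probe binds the enzyme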
GLD-1 TGE inh = GLD-1-TGE RNA interaction inhibition (C. elegans) | purified GLD-1 + fluorescein TGE RNA, fluorescence polarization | Q17339 | 0.44% of 320,000 active | inhibition, % at 5.96 µM;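 active = percent inhibition above a per-plate cutoff, the plate mean of test compounds plus 3 SD, cut at about 30% in these data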;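 also: 0% = DMSO wells with GLD-1 and probe and 100% = wells lacking GLD-1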
pPAFAH FP inh = pPAFAH (human) enzyme inhibition | 1.5% of 330,000 active | recombinant pPAFAH, FP-rhodamine probe fluorescence polarization | inhibition, % at 3.39 µM;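 active = inhibition above the mean inhibition across the screen plus 3 SD, cut at about 25% in these data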;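 also: inhibitors block binding of the rhodamine activity-based probe so polarization drops; 0% = enzyme with DMSO and 100% = wells lacking pPAFAH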
MEX-5 binding = C. elegans MEX-5 TCR-2 RNA binding activity | AID 1832 | 0.38% of 300,000 active | Q9XUB2 | MEX-5/FITC-TCR2 RNA binding, fluorescence polarization; active compounds read low | activity score (negative = inhibition of binding), % at 10 µM;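 active = inhibition past about -25% in most replicates, and total fluorescence under double the plate's negative control median, limit read from the data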;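 also: 0% = DMSO and -100% = 5 µM competing unlabeled TCR2 RNA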
Target sequence (Q9XUB2 whole entry, looked up): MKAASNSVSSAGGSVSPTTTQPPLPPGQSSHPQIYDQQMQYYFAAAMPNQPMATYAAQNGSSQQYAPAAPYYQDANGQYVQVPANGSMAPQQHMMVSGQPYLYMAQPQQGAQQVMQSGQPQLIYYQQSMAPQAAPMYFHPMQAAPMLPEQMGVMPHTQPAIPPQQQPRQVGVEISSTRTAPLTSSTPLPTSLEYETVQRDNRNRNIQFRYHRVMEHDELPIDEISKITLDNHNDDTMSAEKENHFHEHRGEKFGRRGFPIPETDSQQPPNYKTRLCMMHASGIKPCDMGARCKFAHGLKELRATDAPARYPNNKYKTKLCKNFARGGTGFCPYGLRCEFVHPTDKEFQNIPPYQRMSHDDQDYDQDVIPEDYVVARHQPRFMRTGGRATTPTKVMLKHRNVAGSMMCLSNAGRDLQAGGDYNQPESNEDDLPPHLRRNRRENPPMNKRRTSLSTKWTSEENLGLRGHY
PAFAH1B2 inh = PAFAH1B2 (human) inhibition; AID 492953; inhibition, % at 3.39 µM; 1.2% of 340,000 active; recombinant PAFAH1B2, FP-rhodamine activity probe, fluorescence polarization;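 active = inhibition above the mean of all tested compounds plus 3 SD, cut at about 24% in these data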;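 also: 0% = enzyme with DMSO and 100% = wells lacking PAFAH1B2; many of its hits are not listed in these tables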
BCLXL inh = inhibitors of human Bcl-xL; GST-Bcl-xL / FITC-Bim BH3 peptide fluorescence polarization; inhibition, % at 10.9 µM; 0.7% of 320,000 active; AID 2129;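 active = inhibition above the mean of all tested compounds plus 3 SD, cutoff set per campaign, cut at about 30% in these data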;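 also: 0% = DMSO wells and 100% = unlabeled Bim-BH3 peptide competitor; inhibitors lower millipolarization by displacing the labeled peptide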
Target sequence (Q07817 whole entry, looked up): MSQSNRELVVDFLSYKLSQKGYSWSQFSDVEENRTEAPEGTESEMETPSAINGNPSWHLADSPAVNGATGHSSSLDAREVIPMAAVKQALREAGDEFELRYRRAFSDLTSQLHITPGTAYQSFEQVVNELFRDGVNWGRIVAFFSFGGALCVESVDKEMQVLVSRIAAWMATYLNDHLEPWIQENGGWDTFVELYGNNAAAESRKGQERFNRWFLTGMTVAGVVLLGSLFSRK
AHR activator = human AHR activation; P35869; AHR-responsive luciferase reporter cells, luminescence; activation, % at 5 µM; 2.5% of 320,000 active; in the data active = activation above about 47%;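 also: 0% = vehicle wells and 100% = reference agonist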
MCL1 BIM primary = inhibitors of human MCL1 binding to BIM-BH3 peptide; GST-MCL1 / FITC-Bim-BH3 fluorescence polarization; inhibition, % at 10.9 µM; 0.68% of 320,000 active; AID 2057;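 active = inhibition above the mean inhibition of all tested compounds plus 3 SD, set per campaign, cut at about 40% in these data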;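 also: 0% = DMSO wells and 100% = unlabeled Bim-BH3 peptide control; higher means more loss of mP so more displacement of Bim peptide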
Target sequence (Q07820 whole entry, looked up): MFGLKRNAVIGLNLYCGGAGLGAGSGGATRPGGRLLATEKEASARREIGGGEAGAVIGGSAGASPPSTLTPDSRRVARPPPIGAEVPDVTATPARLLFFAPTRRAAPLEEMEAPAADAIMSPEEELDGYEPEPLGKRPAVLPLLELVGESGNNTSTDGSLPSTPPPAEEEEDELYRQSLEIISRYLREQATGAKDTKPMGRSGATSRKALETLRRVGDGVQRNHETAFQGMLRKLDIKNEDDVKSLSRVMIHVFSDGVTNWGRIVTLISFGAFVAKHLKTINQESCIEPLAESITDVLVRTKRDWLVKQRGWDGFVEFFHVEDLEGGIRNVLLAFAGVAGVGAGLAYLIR
PME-1 primary = blocks human protein phosphatase methylesterase 1 | 0.53% of 320,000 active | inhibition, % at 5.9 µM | AID 2130 | Q9Y570 | recombinant PME-1, FP-Rh probe fluorescence polarization;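 active = inhibition above the campaign mean of all compounds plus 3 SD, cut at about 26% in these data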;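 also: competitive labeling of PME-1 active site by serine hydrolase directed probe; 0% = PME-1 with DMSO and 100% = wells lacking PME-1 enzyme; inhibitors block probe labeling so polarization falls and inhibition rises; many of its hits are not listed in these tables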
Numbers without * were called inactive; . = not tested or not shown. This is a subset; count on the stated rates, not on these rows.

SMILES | Fam108B inh | GLD-1 TGE inh | pPAFAH FP inh | MEX-5 binding | PAFAH1B2 inh | BCLXL inh | AHR activator | MCL1 BIM primary | PME-1 primary
CN1CCN(c2ccc(S(=O)(=O)N3CCCCC3)cc2NC(=O)/C=C/c2ccc(Cl)c([N+](=O)[O-])c2)CC1 | -2.7 | 11.4 | 5.2 | -1.4 | -1.8 | -6.1 | -2.7 | -15.9 | 16.2
COc1ccc2nc(SCc3ccccc3)nc(C)c2c1 | -2.6 | 1.5 | 3.1 | 2.2 | 2.6 | 1.6 | 10.4 | 2.0 | -5.6
Cc1cnc(C(=O)OCC(=O)c2ccc(F)c(F)c2)cn1 | 2.9 | 3.7 | 0.5 | 0.7 | 4.0 | 1.8 | -0.8 | -7.4 | 1.9
O=C(Nc1cccnc1)c1cc(-c2cc(Cl)ccc2O)n[nH]1 | -1.8 | 4.0 | -6.7 | -4.8 | -2.8 | 2.3 | 10.9 | 5.2 | -26.5
CCc1ccccc1N(CC(=O)NC(C)(C)C)C(=O)CCC(=O)Nc1ccccn1 | 0.2 | 8.3 | -5.2 | -5.2 | 0.8 | 3.7 | -3.1 | 6.2 | -6.1
COCCNC(=O)c1ccc2ccccc2n1 | -0.1 | -2.6 | 2.7 | 0.8 | 7.5 | 0.7 | 18.1 | 4.2 | 1.4
COc1ccc(NC(=O)CN(C)C(=O)c2cn(-c3ccccc3)nc2-c2cccs2)cc1 | -0.4 | 6.7 | 4.9 | -1.0 | 6.5 | 4.2 | 1.4 | 7.3 | 6.4
O=C(COc1ccc(Cl)cc1Cl)NN1C(=O)/C(=C\c2ccc(Cl)cc2)SC1=S | 0.1 | 2.8 | -4.1 | -1.3 | -1.8 | -1.9 | 45.3 | 2.9 | 6.8
Cn1/c(=N/NC(=O)c2cccc(OC(F)F)c2)sc2ccccc21 | -5.3 | -2.9 | -2.2 | -0.3 | -2.9 | 9.9 | 117.5* | -0.1 | -7.3
COc1ccccc1NC(=O)CSc1nnc2ccccn12 | . | -6.4 | -0.9 | . | 5.0 | -0.5 | 1.4 | -3.4 | 3.5
COc1ccc(S(=O)(=O)CC(=O)Nc2nnc(C(F)(F)F)s2)cc1 | 2.6 | 0.3 | 3.2 | 0.5 | 2.6 | 6.1 | -1.5 | 6.9 | 5.0
C1=CC(c2cc3ccccc3o2)OC(CCc2ccccc2)C1 (configuration not stated) | 2.2 | 3.3 | 1.1 | 2.0 | 2.2 | -0.7 | 6.0 | -2.1 | -0.5
Cc1cccc(NC(=O)C2CCCN2C(=O)Oc2ccccc2)c1 (configuration not stated) | 0.4 | 4.4 | 3.1 | 1.3 | -3.7 | -1.9 | -0.6 | 0.1 | -6.8
O=C(CN1CCN(CN2C(=O)NC3(CCCCCC3)C2=O)CC1)Nc1cccc(F)c1 | . | -0.6 | 0.4 | . | 1.2 | 0.6 | -0.6 | 3.7 | 4.3
CCOCCCNC(=O)c1cn(C)c2ccc(S(=O)(=O)N3CCCC3)cc2c1=O | 1.0 | -3.4 | 3.5 | -1.5 | 1.8 | 4.9 | 0.9 | 2.5 | 2.6

Looked up above:
Under PME-1 primary, CCc1ccccc1N(CC(=O)NC(C)(C)C)C(=O)CCC(=O)Nc1ccccn1 is entered as -6.1
Under BCLXL inh, COc1ccc(NC(=O)CN(C)C(=O)c2cn(-c3ccccc3)nc2-c2cccs2)cc1 is entered as 4.2

(more compounds)
SMILES | Fam108B inh | GLD-1 TGE inh | pPAFAH FP inh | MEX-5 binding | PAFAH1B2 inh | BCLXL inh | AHR activator | MCL1 BIM primary | PME-1 primary
COc1ccc(N2CCN(S(=O)(=O)CCNC(=O)C34CC5CC(CC(C5)C3)C4)CC2)cc1 | 0.6 | 2.4 | 4.2 | 2.4 | 3.7 | 3.1 | 0.1 | -0.4 | -3.0
O=C(OCC(=O)N1CCN(S(=O)(=O)c2ccc(Cl)cc2)CC1)c1cc(Br)ccc1O | 2.7 | 0.7 | 3.2 | 1.3 | 0.9 | -0.8 | 2.1 | -7.0 | -2.4
CCCOc1ccc([C@@H]2C3CN(C(=O)OCC)CC=C3C(C#N)=C(N)C2(C#N)C#N)cc1OC (some centres not stated) | 5.1 | 0.4 | 5.1 | -1.3 | -1.9 | 2.1 | -1.8 | -1.7 | 47.8*
CCOC1OC2C(CO)OC(n3cnc4c(N)ncnc43)C2O1 (configuration not stated) | -1.0 | 7.9 | 3.6 | -3.0 | 0.1 | 2.6 | -3.0 | 6.0 | 2.2
NC(=O)CS(=O)(=O)c1ccc(Cl)cc1 | 0.8 | -2.9 | -1.8 | 1.0 | 6.8 | 4.6 | 2.9 | -1.9 | -2.4
CC1CC(C(F)(F)F)n2ncc(C(=O)O)c2N1 (configuration not stated) | -1.0 | 0.9 | 2.0 | 1.3 | 0.7 | 7.5 | -1.2 | 1.2 | 0.2
COc1ccc(-c2nnn(CC(=O)NCc3cccs3)n2)cc1OC | -1.2 | 6.3 | -1.9 | 2.7 | -4.7 | -0.6 | 8.1 | 0.1 | -0.4
CCC(=O)c1cn([C@H](CCC(OC)OC)CC(=O)OC(C)(C)C)cc1CC | -0.3 | 11.9 | 2.5 | 0.5 | 3.1 | 0.1 | 3.1 | -3.8 | 3.2
COc1ccc(OC)c(NC(=S)NN2CCN(C)CC2)c1 | -2.5 | 1.8 | 2.0 | -0.5 | -4.0 | 8.4 | 5.2 | 2.3 | -0.6
O=C(COc1ccccc1)Nc1cccc(-c2nnc(-c3ccccc3)o2)c1 | -25.6 | -3.1 | -21.1 | -3.5 | -5.1 | 1.7 | 24.3 | -2.8 | -44.7
CC(C)NC(=O)Nc1cccc2c1O[C@H](CN(C)S(=O)(=O)c1ccccc1)[C@@H](C)CN([C@H](C)CO)C2=O | . | 1.1 | 0.9 | . | 3.2 | . | 2.0 | . | .
c1cc2nncn2nc1N1CCCC1 | 3.5 | -7.8 | 2.4 | -0.1 | 2.0 | 1.9 | -1.8 | 1.4 | -1.5
O=C(O)c1cc(NCc2ccc(F)cc2)ccc1N1CCOCC1 | 2.1 | -2.2 | 9.2 | 4.5 | 23.7 | 7.0 | -0.5 | 9.0 | 6.7
CCCN(C(=S)Nc1ccccc1)C1CCS(=O)(=O)C1 (configuration not stated) | 0.7 | -3.7 | 1.0 | 0.7 | 1.0 | 7.2 | -0.6 | 9.4 | -9.2
O=C(COC(=O)CCSc1ccc(F)cc1)NCc1ccc(F)cc1 | . | -0.2 | 18.5 | . | 21.0 | . | -0.6 | . | .
CC(Oc1ccccc1)c1ccnc2nc(/N=C/N(C)C)nn12 (configuration not stated) | 1.9 | 5.5 | -6.6 | -0.2 | 5.7 | 4.3 | 2.7 | -1.0 | 6.3
CCC(=O)N1CCc2cc(S(=O)(=O)CCC(=O)NC(C)CC)ccc21 (configuration not stated) | -0.7 | 6.9 | -2.3 | -0.3 | 2.4 | 7.8 | 2.0 | 15.1 | -2.2
O=C(Nc1ccccn1)C(F)(F)C(F)(F)C(F)(F)C(F)(F)C(=O)Nc1ccccn1 | -2.3 | 6.8 | 2.6 | 0.9 | 13.6 | -2.6 | 1.8 | -0.5 | -1.4
Nc1ccc2c(c1)CC(=O)c1ccccc1S2 | 0.9 | -4.1 | 8.2 | -2.4 | -2.0 | 2.5 | 0.9 | 1.9 | 3.7
COc1ccc(S(=O)(=O)NCc2cc(=O)n(C)c(=O)n2C)cc1C | 4.6 | 2.3 | 3.6 | 0.1 | 0.0 | 9.0 | 0.9 | -0.1 | 0.0
Cc1ccc(S(=O)(=O)NNC(=O)CC#N)cc1 | 2.2 | -4.5 | 2.5 | 2.2 | 3.4 | 4.7 | 5.5 | 3.0 | 2.3
COc1ccc(-c2[nH]ncc2CN(C)CCc2c(C)n[nH]c2C)c(F)c1 | -5.1 | 3.1 | 0.8 | 3.9 | 0.0 | 0.8 | -0.7 | 2.4 | 1.0
COc1ccccc1NC(=O)C1CCCN1S(=O)(=O)c1ccc(Cl)cc1 (configuration not stated) | -0.2 | -2.2 | 2.4 | 0.2 | 1.4 | -2.5 | 8.0 | -2.7 | 2.0
CC(C)c1ccc(C(=O)NNC(=O)C2CC=CCC2C(=O)O)cc1 (configuration not stated) | 0.9 | 0.5 | 3.4 | 1.3 | 4.6 | 3.7 | 6.4 | 0.3 | -3.3
CC1(C)Cc2c(c(N3CCOCC3)nc3snc(NC(=O)c4ccccc4)c23)CO1 | -1.0 | 0.8 | 6.0 | 1.6 | 1.3 | 0.7 | -0.7 | 5.2 | -3.8
CCOc1ccc(C(=S)N2CCCC2)cc1 | 4.1 | -0.9 | 4.9 | 2.9 | -5.8 | 0.6 | 6.4 | 10.2 | 2.6
COc1ccc(Nc2cc(C(=O)NCCCN3CCOCC3)c3ccccc3n2)c(OC)c1 | 4.7 | -5.6 | 3.3 | 1.4 | 5.5 | 1.6 | 5.1 | -2.3 | 2.5
Cc1cc(C)n(-c2ccc(C(=O)Nc3ccc(C)c(S(=O)(=O)N4CCOCC4)c3)cc2)n1 | -3.3 | 4.4 | 0.6 | -2.3 | 2.2 | 5.4 | -1.5 | 1.9 | -1.2
CCO[C@H]1OC(C(=O)N2CCOCC2)=C[C@@H](c2ccc3c(c2)OCO3)[C@@H]1CCCO | -1.2 | 1.7 | 6.1 | -0.9 | 9.7 | 1.0 | -0.7 | 0.5 | 1.2
COc1ccc(C2c3ccc(O)cc3Oc3ncn4nc(-c5cccnc5)nc4c32)cc1OC (configuration not stated) | -10.6 | 3.9 | 3.9 | 2.6 | -2.0 | 0.5 | 17.6 | 0.8 | -15.9
N/C(=N\OC(=O)COc1ccc(Br)cc1)c1cccnc1 | 0.7 | 9.4 | 2.4 | 3.6 | 23.4 | 4.2 | 6.9 | 2.3 | -5.0
CCOC(=O)C(=O)Nc1nnc(COc2ccccc2)s1 | 1.0 | 3.5 | 1.1 | 0.4 | 2.1 | 1.9 | 0.1 | -1.4 | -2.8
CC1=CCC2C(=O)N(c3ccc(C)cc3)C(=O)C2C1 (configuration not stated) | 4.4 | -4.7 | 4.0 | 0.9 | -2.0 | 0.5 | 0.5 | 5.3 | 1.1
COc1ccc(/C=N/n2c(C)nc3sc(C)c(C)c3c2=O)cc1OC | 1.1 | 3.7 | -1.6 | 1.3 | 0.5 | 5.9 | 3.3 | 7.4 | -6.4
O=C(C[C@@H]1C/C=C\CC[C@H](Cc2ccc(F)cc2)C(=O)OC[C@@H]2CCCN2C1=O)N[C@H](CO)Cc1ccccc1 | . | 0.8 | 0.0 | . | 9.2 | . | -0.6 | . | .
CN=C1SC(CC(=O)Nc2ccc(F)cc2F)C(=O)N1/N=C/c1ccc(OC(F)F)c(OC)c1 (configuration not stated) | -6.8 | 7.0 | 4.0 | -2.5 | -1.6 | 0.2 | 11.2 | 1.6 | -3.0
CC(C)CNC(=O)C(=O)NN=C1CCCCCC1 | 2.7 | 4.5 | 1.1 | 0.5 | -4.2 | 1.3 | 2.8 | 10.0 | 4.1
COc1ccc(NC(=O)CSCC(=O)Nc2ccccc2N2CCCC2)cc1 | -0.4 | 3.4 | 5.9 | 0.8 | 3.6 | 5.4 | 3.3 | 5.9 | -7.8
CC(=O)c1ccc(N2CCN(c3ccc4cc(S(=O)(=O)N5CCC(C)CC5)ccc4n3)CC2)cc1 | 4.0 | 4.4 | 1.3 | 1.6 | -4.4 | -0.5 | 0.3 | -2.0 | -3.5
Cc1ccc(C(=O)N2CCN(C34CC5CC(CC(C5)C3)C4)CC2)o1 | 1.6 | -4.5 | -1.9 | -2.3 | -0.1 | 2.1 | -0.5 | 9.2 | -0.9

Compound activity deposited in PubChem by several laboratories.
